# Runt-SMMHC FRET: Runt domain-CBFb-SMMHC interaction inhibition; Q01196+Q13951; inhibition, % at 20 µM; AID 1434; 220,000 tested, 0.74% active; Cerulean-Runt/Venus-CBFb-SMMHC FRET ratio 530/480, 1 h;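 active means mean inhibition across duplicate retests at 20 µM reaching about 50%, limit read from the data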;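 further: 0% = DMSO wells and 100% = wells with excess untagged CBFb-SMMHC; inhibitors lower the FRET ratio by blocking Runt binding to CBFb-SMMHC; some results filed as inactive read as strong as hits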
# Target sequence (Q01196 whole entry, looked up, the tested form may be a part): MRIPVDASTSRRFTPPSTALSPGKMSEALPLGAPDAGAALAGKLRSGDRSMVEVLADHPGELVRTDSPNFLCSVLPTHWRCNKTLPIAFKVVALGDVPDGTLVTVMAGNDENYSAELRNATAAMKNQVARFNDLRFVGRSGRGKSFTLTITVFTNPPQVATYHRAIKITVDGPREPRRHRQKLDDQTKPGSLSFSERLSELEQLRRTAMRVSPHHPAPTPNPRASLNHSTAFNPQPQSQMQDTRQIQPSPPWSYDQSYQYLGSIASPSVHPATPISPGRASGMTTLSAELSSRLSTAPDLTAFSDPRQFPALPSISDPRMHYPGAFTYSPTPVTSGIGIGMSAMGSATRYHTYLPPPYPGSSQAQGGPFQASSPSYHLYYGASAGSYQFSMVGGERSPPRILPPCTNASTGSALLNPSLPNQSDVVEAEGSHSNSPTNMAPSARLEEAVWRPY
# Target sequence (Q13951 whole entry, looked up, the tested form may be a part): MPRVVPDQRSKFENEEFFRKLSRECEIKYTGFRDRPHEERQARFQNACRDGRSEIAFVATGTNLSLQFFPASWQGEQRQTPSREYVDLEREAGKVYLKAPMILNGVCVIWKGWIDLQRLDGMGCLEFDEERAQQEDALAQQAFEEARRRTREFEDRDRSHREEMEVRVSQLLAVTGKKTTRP
# Runt-CBFb FRET: Runt domain-CBFb interaction inhibition. Q01196+Q13951. 220,000 tested, 0.46% active. inhibition, % at 20 µM. AID 1496. Cerulean-Runt/Venus-CBFb FRET ratio 530/480, 1 h;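 active means inhibition over about 50% at 20 µM in the single-dose screen, limit read from the data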;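 further: 0% = DMSO wells and 100% = excess unlabeled CBFb competitor control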
#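 Assay system: Cerulean-tagged RUNX1 Runt domain (FRET donor) fusion protein / Amount: 100 nM each of Venus-CBFb and Cerulean-Runt domain / Medium: Tris buffer pH 7.5 with salts and BSA / Also added: Venus-CBFb 100 nM / Schedule: 1 h complex formation plus 1 h compound treatment, room temperature / Signal: FRET fluorescence / Read-out: loss of energy transfer signal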
# RBBP9 inh: human RBBP9 hydrolase inhibition | O75884 | recombinant RBBP9, FP-Rh probe fluorescence polarization | inhibition, % at 7.94 µM | 220,000 tested, 0.2% active | AID 1515;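 active means inhibition above the campaign mean of all tested compounds plus 3 SD, cut at about 14% in these data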;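 further: plate controls were DMSO wells with RBBP9 for no effect and wells lacking RBBP9 protein for full effect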
#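 Material: RBBP9 protein. Amount: RBBP9 at 2.5 µM in dispensed solution, before mixing. Schedule: 30 min then 45 min, 25 °C. Medium: Tris buffer pH 8.0, NaCl, Pluronic. Measured by: fluorescence polarization. Measure: percent inhibition from mP, scaled between DMSO and no-protein wells. Replication: one well per compound.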
# p97 ATPase inh: blocks human p97 ATPase activity; P55072; recombinant p97 ATPase, Kinase-Glo ATP luminescence, 3 h; inhibition, % at 8 µM; 220,000 tested, 0.42% active; AID 1481; in the data active means inhibition above about 15%;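 further: 0% = DMSO vehicle and 100% = wells lacking enzyme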
# NCF1 inh: p47phox (human) inhibition; AID 1274; inhibition, % at 24.7 µM; p47phox/p22phox peptide binding, fluorescence polarization, 2 h; P14598; 220,000 tested, 0.53% active;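 active means inhibition above about 30%, limit read from the data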;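 further: 0% = p47phox with labelled peptide and 100% = labelled peptide alone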
# Target sequence (P14598 whole entry, looked up): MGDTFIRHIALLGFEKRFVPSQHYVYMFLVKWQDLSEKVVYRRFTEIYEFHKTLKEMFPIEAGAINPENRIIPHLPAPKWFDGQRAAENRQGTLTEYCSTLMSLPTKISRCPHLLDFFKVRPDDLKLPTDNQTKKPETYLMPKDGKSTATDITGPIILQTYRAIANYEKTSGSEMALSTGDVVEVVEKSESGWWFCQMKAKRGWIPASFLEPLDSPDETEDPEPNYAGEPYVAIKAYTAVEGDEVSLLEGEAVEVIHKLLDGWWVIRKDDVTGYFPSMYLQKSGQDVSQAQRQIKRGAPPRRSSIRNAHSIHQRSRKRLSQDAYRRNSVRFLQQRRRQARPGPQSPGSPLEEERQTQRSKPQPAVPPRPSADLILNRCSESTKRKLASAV
# m-calpain inh: blocks pig calpain II enzyme activity; purified calpain II, fluorogenic peptide substrate, 30 min; 220,000 tested, 0.37% active; inhibition, % at 16 µM; AID 1236;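 active means inhibition above about 50%, limit read from the data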
# Furin inh: blocks human furin protease activity; P09958; purified furin, fluorogenic substrate cleavage; inhibition, % at 30 µM; 220,000 tested, 0.061% active; AID 463115; in the data active means inhibition above about 25%; further: inactives centre near -15
# EBV gp42 block: inhibitors of Epstein-Barr virus glycoprotein 42. Q1HVG2. Fluorescence polarization binding assay, mP read-out. inhibition, % (tested at 21.74 µM). 220,000 tested, 0.42% active; in the data active means inhibition above about 50%
# Tb hexokinase: T. brucei hexokinase 1 inhibition. recombinant TbHK1, G6PDH-coupled NADH A340. inhibition, % at 10 µM. 220,000 tested, 0.11% active. AID 1430;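 active means inhibition of 50% or more in the single-dose primary screen; inactive means inhibition below 50%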
# Active calls of the source: *; . = not tested or not shown; [ ] = another dose, or the depositor's remark. Compounds as they come; about 2.7% have a hit in one of these screens.
SMILES,Runt-SMMHC FRET,Runt-CBFb FRET,RBBP9 inh,p97 ATPase inh,NCF1 inh,m-calpain inh,Furin inh,EBV gp42 block,Tb hexokinase
O=C(NC1=NCCS1)c1ccc(Cl)c(S(=O)(=O)N2CCOCC2)c1,-1,-2,0,-5,-2,17,-18,-17,9
COc1ccc2nc(SCC(=O)N3CCN(c4ccc(F)cc4)CC3)c(C#N)cc2c1,14,14,-4,7,-103,-69,-19[20 µM],-41,5
COc1ccc(NC(=O)CSc2nc3c(c(=O)n2-c2ccc(C)cc2)SCC3)c(OC)c1,-1,1,1,2,-15,-10,-20,-3,-7
Cc1cccc(-n2ccnc2SCC(=O)O)c1C,-2,1,-1,4,-11,-10,-18,-13,2
COC(=O)c1c(NC(C)=O)sc2c1CCCCC2,15,14,-10,2,-10,9,-2,-15,5
O=C(NC(=S)Nc1ccccc1N1CCOCC1)c1sc2ccccc2c1Cl,1,2,-3,3,-12,-10,-22,-6,-15
COc1ccc(NC(=O)COC(=O)CC23CC4CC(CC(C4)C2)C3)c([N+](=O)[O-])c1,-3,-4,-5,-5,-12,38,-5,-8,6
O=C(O)CCN(Cc1ccccc1)S(=O)(=O)c1ccc(Cl)cc1F,-1,0,0,2,-15,8,-10,-8,-2
CCOc1ccccc1NC(=O)c1cc(C(=O)Nc2ccccc2OCC)cc(N2C(=O)CCC2=O)c1,-1,-6,-9,-1,-3,-70,-22,4,-12
COc1ccccc1NC(=O)CC1C(=O)Nc2ccccc2N1C(=O)c1ccccc1 (stereo not drawn),2,0,-7,5,6,10,-19,1,-4
Cc1ccc(NC(=O)CSc2nc3ccccc3c3nc(CCc4c(C)n[nH]c4C)nn23)cc1F,-1,-10,-1,6,1,-125,-29[20 µM],-8,-15
Cc1ccc(C(=O)N2CCN(c3cccc(Cl)c3)CC2)cc1C,-5,0,-4,2,0,4,-16,-21,-2
COc1ccc(Cl)cc1C(=O)Nc1nnn(C)n1,6,1,-3,9,-4,5,-26,-8,-5
COc1ccc(CN=Nc2cc(C)nc(NS(=O)(=O)c3ccccc3Cl)n2)cc1,-3,-2,-2,3,-10,-93,1,-14,-13
O=C(OC(C(=O)NC1CCCCC1)c1ccccc1)c1ccco1 (stereo not drawn),7,-2,-5,-1,-4,0,-13[20 µM],-10,0
Cc1ccc(S(=O)(=O)Cn2nnnc2C(C(C)C)N2CCSCC2)cc1 (stereo not drawn),0,-4,2,0,-10,13,-10,-24,-1
CCOP(=O)(OCC)C(Nc1ccc(OC)cc1)c1ccco1 (stereo not drawn),2,.,-1,-1,-8,-7,-16,1,-2
CCS(=O)(=O)N1CCC(C(=O)NCCN2CCN(Cc3ccccc3)CC2)CC1,1,0,-4,0,-6,2,-3,0,50*
Cc1oc(-c2ccccc2F)nc1CS(=O)(=O)CC(=O)NCc1ccco1,0,1,-6,-7,-9,-6,-12,-9,6
Nc1ccccc1NC(=O)c1ccccc1N,-3,-3,2,6,-6,-62,-22,-18,-10
COc1ccc(C2C(C(=O)Nc3ccccc3)=C(C)Nc3nc(CCCO)nn32)cc1 (stereo not drawn),2,0,0,2,-6,-4,-21,-17,1
NC(=O)c1cc(NC(=O)CCCc2nc3ccccc3s2)cc(C(N)=O)c1,1,0,-1,3,4,-10,-19,-2,2
COc1ccc(N2CCN(C(=O)Cn3cnc4c(cnn4-c4ccccc4)c3=O)CC2)cc1,2,0,-6,-2,-3,45,-9,-6,8
CC1=CC(=O)c2c(O)ccc(O)c2C1=O,-42,11,16*,14,-23,47,-14,116*,8
CC(=O)N1CCn2c3ccc(C)cc3c3cccc1c32,-3,-1,-7,-3,-4,2,-19[20 µM],-5,-1

# Part of the list above, as labelled records:
Nc1ccccc1NC(=O)c1ccccc1N
  Runt-SMMHC FRET: -3
  Runt-CBFb FRET: -3
  RBBP9 inh: 2
  p97 ATPase inh: 6
  NCF1 inh: -6
  m-calpain inh: -62
  Furin inh: -22
  EBV gp42 block: -18
  Tb hexokinase: -10

CCS(=O)(=O)N1CCC(C(=O)NCCN2CCN(Cc3ccccc3)CC2)CC1
  Runt-SMMHC FRET: 1
  Runt-CBFb FRET: 0
  RBBP9 inh: -4
  p97 ATPase inh: 0
  NCF1 inh: -6
  m-calpain inh: 2
  Furin inh: -3
  EBV gp42 block: 0
  Tb hexokinase: 50*

# Next section
SMILES,Runt-SMMHC FRET,Runt-CBFb FRET,RBBP9 inh,p97 ATPase inh,NCF1 inh,m-calpain inh,Furin inh,EBV gp42 block,Tb hexokinase
CC(O)C(NS(=O)(=O)c1ccc(Cl)cc1)C(=O)OCC(=O)N1CCN(c2ccccc2)CC1 (stereo not drawn),-1,-2,-7,0,-36,1,-14,-28,-5
Fc1ccc(N=c2ssnc2Cl)c(F)c1,38,39,-7,-5,9,15,-4,-21,20
COC(=O)c1ccc(C23CC4(C2)[C@H](CN(Cc2ccc(C(F)(F)F)cc2)[C@@H]4c2ccccc2)C3c2ccc(Cl)nc2)cc1 (stereo partly drawn),-2,-2,.,.,-42,-39,-28,-30,-6
Cc1cccc(C)c1NC(=O)C1(NC(=O)C2CCCN2C(=O)OC(C)(C)C)CCCCC1 (stereo not drawn),-6,-4,-6,4,5,-6,-19,-20,-3
COc1cccc2cc(-c3cn4cccc(C)c4n3)c(=O)oc12,.,.,2,5,.,.,-22[20 µM],.,-12
CN1C(=O)CC(C(=O)O)SC1=Nc1ccc(F)cc1 (stereo not drawn),9,-1,-11,-9,-7,-12,-5[20 µM],-14,0
COc1cc(C(=O)N=c2sc3c(C)ccc(OC)c3n2C)cc(OC)c1OC,-3,2,-3,0,-1,-86,-16,-17,-32
CCCNC(=O)c1ccccc1NC(=O)c1ccccc1N(C)S(C)(=O)=O,4,-1,-7,-2,-11,-18,-27[20 µM],-15,-12
CNc1nc(OCC(F)(F)F)nc(N2CCOCC2)n1,-2,0,-8,2,-4,3,-12[20 µM],-1,-2
CN(CC(=O)Nc1ccccc1F)S(=O)(=O)c1ccc2c(c1)n(C)c(=O)c(=O)n2C,-3,2,1,5,-3,11,-19,-13,-18
O=C(NCc1cccnc1)C(=O)NCC1OCCCN1S(=O)(=O)c1ccccc1 (stereo not drawn),6,-4,-9,-7,-3,2,3,-22,-2
On1c2c(c3c4nonc4ccc31)CCCC2,-30,-3,-7,-5,2,-33,-14[20 µM],2,-8
O=C(CCN1C(=O)c2ccc([N+](=O)[O-])cc2C1=O)Nc1ccccc1C(=O)O,-6,0,-4,8,-14,-2,3,-30,-10
Cc1ccc(NC(=O)CSc2nnc(-c3cccs3)o2)cc1S(=O)(=O)N(C)C,-1,0,-5,0,-4,-23,-19,6,-1
Cn1c(CCNC(=O)OC(C)(C)C)n[nH]c1=S,-2,2,-6,-3,-3,21,-10,12,22
CN(CC(=O)Nc1ccccc1F)CC(=O)Nc1ccccc1Br,-2,3,-9,1,-7,19,-27,-8,20
O=C(CCc1nnc(COc2ccccc2)o1)NCc1ccccc1C(F)(F)F,1,-3,-6,1,-6,-24,-20,2,-1
Cc1ccccc1OCC(O)CN1CCN(CC(O)COc2ccccc2C)CC1 (stereo not drawn),-1,-4,-4,-3,-3,22,-12,10,5
CS(=O)(=O)NC1c2cccc3cccc(c23)C1Sc1nncn1/N=C/c1ccco1 (stereo not drawn),-2,-2,-9,4,-10,-31,-6,-9,-11
O=C(N1CCOCC1)C12CC3CC(C1)CC(C(=O)N1CCOCC1)(C3)C2,-1,2,-7,-5,13,28,-16,13,27
CC(NC(=O)c1ccc(Br)cc1Br)c1ccccc1 (stereo not drawn),-6,1,-5,6,-6,-18,-26,-17,0
CN(C)c1nc(N2CCOCC2)nc(N(c2ccccc2)c2ccccc2)n1,-6,-3,-6,0,-9,14,-19,-2,-6
O=C(CN1CCOCC1)Nc1nc2cc([N+](=O)[O-])ccc2s1,-2,-1,3,0,-1,7,-4,-8,-31
CCOC(=O)N1CCC(NC(=O)c2ccc(CS(=O)(=O)c3ccc(OC)cc3)o2)CC1,2,1,-6,-3,-9,1,-6,-13,-7
O=C(COC(=O)CCc1ccc(S(=O)(=O)N2CCCCC2)cc1)Nc1ccc2c(c1)OCO2,-2,-4,-5,3,-5,-23,-12,7,1

# Among those listed so far, 4 contain a COOH group:
SMILES,Runt-SMMHC FRET,Runt-CBFb FRET,RBBP9 inh,p97 ATPase inh,NCF1 inh,m-calpain inh,Furin inh,EBV gp42 block,Tb hexokinase
Cc1cccc(-n2ccnc2SCC(=O)O)c1C,-2,1,-1,4,-11,-10,-18,-13,2
O=C(O)CCN(Cc1ccccc1)S(=O)(=O)c1ccc(Cl)cc1F,-1,0,0,2,-15,8,-10,-8,-2
CN1C(=O)CC(C(=O)O)SC1=Nc1ccc(F)cc1 (stereo not drawn),9,-1,-11,-9,-7,-12,-5[20 µM],-14,0
O=C(CCN1C(=O)c2ccc([N+](=O)[O-])cc2C1=O)Nc1ccccc1C(=O)O,-6,0,-4,8,-14,-2,3,-30,-10

# (more compounds)
SMILES,Runt-SMMHC FRET,Runt-CBFb FRET,RBBP9 inh,p97 ATPase inh,NCF1 inh,m-calpain inh,Furin inh,EBV gp42 block,Tb hexokinase
CC1(C)NC(C)(C)C(O)(C(N)=O)C1=O (stereo not drawn),-10,-1,-1,6,3,-2,-15,-19,8
Cc1cc(/C=C(\C#N)C(=O)NCCc2c[nH]c3ccccc23)c(C)n1C,5,6,-4,6,-17,16,-17,-28,-7
O=C1CCCc2cc3c(cc21)CC1(C3)Cc2cc3c(cc2C1)C(=O)CCC3,-1,-1,-9,2,-16,4,17,-13,-7
COc1cc(OC)cc(C(=O)N2CCCc3ccccc32)c1,0,-1,-2,2,7,5,-19,-2,-4
CCCCN(CC)C(=O)Cc1cn(C)c2ccccc12,1,1,-4,-3,-8,5,-10[20 µM],-3,-6
CC1(C)CC(=O)C2=C(C1)OC(N)=C(C#N)C2c1cn(-c2ccccc2)nc1-c1ccccc1 (stereo not drawn),2,4,-4,0,-16,-18,-16,21,20
O=C(NC1CC1)C1CCN(c2ncnc3c2sc2cccc(F)c23)CC1,-2,1,9,7,-1,-25,-5,-7,-24
COc1ccc(C(=O)N(CN2CCCC2=O)c2nccs2)cc1OC,2,-2,-6,1,-5,5,9,-1,-86
COc1cc(-c2nc(S(=O)(=O)c3ccc(Cl)cc3)c(N3CCOCC3)o2)cc(OC)c1OC,2,-7,-3,-2,-6,-5,-21[20 µM],-3,-12
Cc1cccc(N2CCN(C(=O)c3ccc4c(c3)OCCO4)CC2C)c1 (stereo not drawn),-34,0,-2,-2,5,-13,-25,-1,-3
COc1cccc(S(=O)(=O)NCc2ccc(C(=O)Nc3ccc(Cl)cc3)cc2)c1,1,0,-11,2,5,16,-27,-2,5
Cn1cccc1-c1nc2ccc(NC(=O)c3ccccc3)cc2[nH]1,-2,0,-5,7,-14,-13,2[20 µM],1,-22
c1cc2c(cc1Oc1nc(N3CCOCC3)nc(N3CCOCC3)n1)OCO2,-1,1,4,-3,-9,-13,-12[20 µM],-15,1
CCCCCCCCCCOC(=O)C[N+](C)(C)C/C=C(/C)Cl,-46,-3,1,1,5,-18,-18,-11,3
CC(C)CCNC(=O)C1(c2cccs2)CCOCC1,0,0,12,1,2,-4,-10,-10,-4
Cc1ccc(NC(=O)CS(=O)CC(=O)NC2CCN(Cc3ccccc3)CC2)c(C)c1 (stereo not drawn),3,-2,-1,2,-2,-9,-15,-18,-1
CC(C)(C)C(=O)Cn1nc(Cl)nc1Cl,-3,1,-5,4,-5,-23,-10,-9,0
COc1ccc(OCCN(C)Cc2ccccc2)cc1,1,2,-5,-8,-10,-15,-1[20 µM],-27,4
Cc1nnsc1C(=O)N(Cc1ccccc1)C(C)C,3,2,-6,-7,-1,1,-4,-12,-6
Cc1ccc2c(c1)C1(OCCO1)C(=O)N2,-1,1,-8,-1,-6,8,-13[20 µM],-18,-7

# High-throughput results as filed in PubChem BioAssay.
